Bioassay records deposited in PubChem BioAssay by National Center for Advancing Translational Sciences (NCATS).
HP1b chromo inh: inhibitors of HP1-beta chromodomain binding to methylated histone tails; P83916; AlphaScreen HP1-beta / biotin-H3K9me3 peptide binding; Potency, µM (highest dose often 114 µM), for the others: at the highest dose activity change, negative = inhibition, actives largely listed as inhibitors; 390,000 tested, 0.56% active; also: nearly all actives have a fitted effect of over 70% in size; inactives centre near 23
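Compound inhibition of the preformed complex between 50 nM HP1-beta and 50 nM biotinylated H3K9me3 peptide was read by AlphaScreen. Buffer was PBS pH 7.4 with 0.01% Tween-20. Incubations ran 30 min at room temperature, with 10 ug/mL donor/acceptor beads.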
rTrxR1 inhibitor: rat TrxR1 inhibition; O89049; recombinant rTrxR1, NADPH fluorescence consumption, selenite substrate; Potency, µM (highest dose often 114 µM), inactives show at the highest dose activity change, negative = inhibition, usual class: inhibitors; 390,000 tested, 1% active; AID 588453; also: % is scaled to controls: 0 for no effect and ±100 for the full control effect; nearly all actives have a fitted effect of over 65% in size
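Rat TrxR1 (90 nM in the dispensed reagent) was pre-reduced with 400 uM NADPH for 5 min at room temperature, then incubated with compound for 15 min. After 400 uM selenite was added, NADPH fluorescence (Ex 340/Em 450 nm) was followed for 8 min.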
ERG Ets-DNA blk: blocks human ERG Ets domain binding to DNA | fluorescence polarization, His-ERG Ets domain / labelled DNA | Potency, µM (highest dose often 76.9 µM), for inactives: at the highest dose FP activity, negative = inhibition, actives largely listed as inhibitors | 370,000 tested, 0.028% active; active = well fitted inhibition curve with a large enough effect in the polarisation, with a control signal flat; inconclusive = small, poorly fitted or top-dose-only effect, or effect the other way, or a change in a side signal; inactive = no such curve, though single readings can be large or run the other way; the % refers to the polarisation;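 also: polarization taken with two DNA probes labelled with fluorescein and Texas red; % of control where 0% means no effect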
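His-tagged ERG Ets domain (1 uM in the protein solution; 300mM KCl, 50mM Tris-HCl, 1mM EDTA, 1mM DTT, pH 7.5) received compound, then a probe mix of 5 nM fluorescein-DNA and 100nM Texas-615-DNA. Fluorescence polarization was read for both dyes.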
RGS4 inh: human RGS4 inhibition | 390,000 tested, 0.039% active | AID 504845 | P49798 | Transcreener GDP fluorescence polarization, RGS4-accelerated GTP hydrolysis | Potency, µM (titrated, usually from 114 µM), without a hit: at the top dose activity change, negative = inhibition, actives largely listed as inhibitors; also: % is scaled to controls: 0 for no effect and ±100 for the full control effect; nearly all actives have a fitted effect of over 75% in size; some results filed as inactive show a strong effect at the top dose
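MLSMR compounds (23 nl, pin-transferred) preincubated 10 min at room temperature with a 500nM (2x) first reagent, then RGS4 at 900nM (2x) plus Transcreener GDP mix added; fluorescence polarization (620/688 nm) read before and after 90 min at 30 °C.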
Tb PGK inh: T. brucei PGK inhibition. P07378. PGK/GAPDH coupled, Kinase-Glo luminescence, 60 min. Potency, µM (top dose mostly 57.5 µM), without a hit: at the top dose activity change, negative = inhibition, actives largely listed as inhibitors. 380,000 tested, 0.043% active. AID 602233; also: % is scaled to controls: 0 for no effect and ±100 for the full control effect; nearly all actives have a fitted effect of over 60% in size
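Recombinant glycosomal PGK reaction used 1,3-bisphosphoglycerate generated in-well by GAPDH (100nM final) in 100mM TEA pH 7.6, 5mM MgCl2, 0.01% Tween-20. After 60 minutes at room temperature, ATP was read by Kinase-Glo Plus luminescence end-point.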
ALOX12 inh: blocks human arachidonate 12S-lipoxygenase. P18054. purified 12hLO, xylenol orange hydroperoxide absorbance. Potency, µM (doses to about 108 µM), for the others: at the top dose activity change, negative = inhibition, usual class: inhibitors. 580,000 tested, 1.1% active; also: % is scaled to controls: 0 for no effect and ±100 for the full control effect
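Hydroperoxide product was detected by ferrous iron/xylenol orange as the 573 to 405 nm absorbance ratio. Arachidonic acid at 40 uM (final) was turned over for 30 min at room temperature by 150 nM human 12hLO, pH 7.0 Hepes buffer, after 15 min compound preincubation.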
Pin1 inhibitor: inhibitors of human Pin1 | Pin1 FP peptide displacement, HiFluor488, 10 min | Q13526 | AID 504891 | Potency, µM (top dose mostly 115 µM), for inactives: at the highest dose activity, negative = inhibition, most hits filed as inhibitors | 390,000 tested, 0.009% active; active = well fitted inhibition curve with a large enough effect in the polarisation, with a control signal flat, not every such curve was filed as active; inconclusive = small, poorly fitted or top-dose-only effect, or effect the other way, or a change in a side signal; inactive = no such curve, though single readings can be large or run the other way; the % refers to the polarisation; also: % is scaled to controls: 0 for no effect and ±100 for the full control effect
JMJD2A Tudor inh: blocks the human JMJD2A Tudor domain | AlphaScreen JMJD2A-Tudor / H3K4me3 peptide binding | Potency, µM (top dose mostly 114 µM), for the others: at the top dose activity change, negative = inhibition, most hits filed as inhibitors | 390,000 tested, 4.4% active | O75164 | AID 504339; also: % is scaled to controls: 0 for no effect and ±100 for the full control effect; nearly all actives have a fitted effect of over 50% in size
Target sequence (O75164 whole entry, looked up, the tested form may be a part): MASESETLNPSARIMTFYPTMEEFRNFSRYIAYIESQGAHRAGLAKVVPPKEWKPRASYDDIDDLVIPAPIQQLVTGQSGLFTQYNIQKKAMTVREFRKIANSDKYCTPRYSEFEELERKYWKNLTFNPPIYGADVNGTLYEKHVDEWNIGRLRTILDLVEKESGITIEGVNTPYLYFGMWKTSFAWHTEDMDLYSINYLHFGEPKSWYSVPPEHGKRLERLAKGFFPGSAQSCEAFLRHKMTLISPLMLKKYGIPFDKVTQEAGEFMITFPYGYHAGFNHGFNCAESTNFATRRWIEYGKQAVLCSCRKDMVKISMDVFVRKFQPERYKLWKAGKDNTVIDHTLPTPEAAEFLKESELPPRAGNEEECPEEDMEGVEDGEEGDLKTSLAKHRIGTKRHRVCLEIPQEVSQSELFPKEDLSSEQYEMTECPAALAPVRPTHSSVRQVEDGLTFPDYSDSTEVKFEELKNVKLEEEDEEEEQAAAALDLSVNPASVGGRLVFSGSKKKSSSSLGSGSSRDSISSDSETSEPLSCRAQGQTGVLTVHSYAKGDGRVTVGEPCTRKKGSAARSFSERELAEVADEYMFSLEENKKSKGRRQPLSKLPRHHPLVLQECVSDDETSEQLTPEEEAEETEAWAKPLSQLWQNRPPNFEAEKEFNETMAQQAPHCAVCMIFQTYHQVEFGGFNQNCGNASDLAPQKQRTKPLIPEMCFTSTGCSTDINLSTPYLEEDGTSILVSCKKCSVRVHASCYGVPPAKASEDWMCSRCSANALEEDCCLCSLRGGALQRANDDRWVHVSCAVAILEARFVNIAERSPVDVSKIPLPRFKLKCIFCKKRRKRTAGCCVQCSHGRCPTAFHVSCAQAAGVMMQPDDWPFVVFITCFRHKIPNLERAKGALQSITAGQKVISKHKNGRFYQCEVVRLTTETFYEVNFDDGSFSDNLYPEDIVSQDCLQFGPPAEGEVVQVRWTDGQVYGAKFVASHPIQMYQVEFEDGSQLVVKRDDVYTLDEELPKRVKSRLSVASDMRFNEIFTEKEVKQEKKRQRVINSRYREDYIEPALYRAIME
GLS inh: inhibitors of human glutaminase (GLS) | 410,000 tested, 0.21% active | Potency, µM (series often up to 45.5 µM), without a hit: top-dose activity change, negative = inhibition, hits mostly inhibitors | O94925 | GLS enzymatic activity, qHTS titration; also: % is scaled to controls: 0 for no effect and ±100 for the full control effect
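Coupled fluorescence readout: glutamate oxidase/HRP/Amplex Red detect glutamate formed by hKGA from L-glutamine (1 mM solution added). Buffer 45 mM KH2PO4 pH 8.2, 0.02% Tween-20; reads at t0 and 30 min RT.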
Active calls of the source: *; i = inactive; ? = inconclusive; / = no result given; [ ] = another dose, or the depositor's remark. Unless noted, calls follow the shape of the dose curve; as a rule, active = well fitted curve in the direction sought with a large enough effect; inconclusive = small, poorly fitted or top-dose-only effect, or another doubt; inactive = no such curve, though single readings can be large; an effect the other way counts as inactive or inconclusive. Potency is read from the fitted curve at half-maximal effect.

The opening two records, ahead of the listing:
SMILES	HP1b chromo inh	rTrxR1 inhibitor	ERG Ets-DNA blk	RGS4 inh	Tb PGK inh	ALOX12 inh	Pin1 inhibitor	JMJD2A Tudor inh	GLS inh
COc1ccccc1CNC(=O)CSc1ncc2c(n1)-c1ccc(Cl)cc1N(Cc1ccccc1)S2(=O)=O	8%	13%[57.1 µM]	-1%	-22%	-6%	-11%	-2%	2%	7%
Cc1nc(-c2ccc(S(=O)(=O)Nc3ccc(OC(F)(F)F)cc3)cc2)co1	30%[57 µM]	-2%[57.1 µM]	-4%	-30%	-8%	-5%	-5%	1%	-8%

Main list, previewed entries included:
SMILES	HP1b chromo inh	rTrxR1 inhibitor	ERG Ets-DNA blk	RGS4 inh	Tb PGK inh	ALOX12 inh	Pin1 inhibitor	JMJD2A Tudor inh	GLS inh
COc1ccccc1CNC(=O)CSc1ncc2c(n1)-c1ccc(Cl)cc1N(Cc1ccccc1)S2(=O)=O	8%	13%[57.1 µM]	-1%	-22%	-6%	-11%	-2%	2%	7%
Cc1nc(-c2ccc(S(=O)(=O)Nc3ccc(OC(F)(F)F)cc3)cc2)co1	30%[57 µM]	-2%[57.1 µM]	-4%	-30%	-8%	-5%	-5%	1%	-8%
COc1cc(/C=N/NC(N)=S)ccc1OCC(=O)Nc1ccc(C)c(C)c1	33%	32%	3%	-25%	-9%	12%	0%	-26%	-2%
CCOc1ccc(CCNC(=O)COC(=O)C2CC2)cc1OCC	22%	19%	-2%	-4%	5%	1%	0%	-9%	5%
C=CCn1c(SCC(=O)Nc2sc(C)c(C)c2C(=O)OCC)nnc1-c1sc(N)nc1C	-16%	?	-1%	-13%	-3%	-20%	4%	?	3%
CN(C(=O)C1CCCCN1S(=O)(=O)c1ccccc1)c1ccccc1 (configuration not stated)	5%[57 µM]	6%[2.29 µM]	3%	-12%	i	-11%	-2%	-23%	-14%
CC(C)CCN1C(=O)c2ccc(C(=O)Nc3cc(C(=O)O)cc(C(=O)O)c3)cc2C1=O	27%	11%[57.1 µM]	3%	-4%	0%	0%	-16%	-5%	0%
O=C(CSc1nc(O)c(-c2ccccc2)c(=O)[nH]1)N1CCOCC1	41%[activator]	-1%[57.1 µM]	-2%	5%	3%	-1%	-6%	-4%	3%
Cc1ccc(NC(=O)COC(=O)c2ccc3c(c2)OCCO3)cc1S(=O)(=O)N1CCOCC1	45%[activator]	12%	-3%	-16%	-9%	-11%	3%	5%	1%
CC(C)C(=O)NC(C)C(c1cccs1)N1CCN(c2ccccc2)CC1 (configuration not stated)	22%	-10%	/	-46%	1%	-4%	-4%	-6%	9%
CN(C)c1ccc(C(CNS(=O)(=O)c2ccc([N+](=O)[O-])cc2)N2CCOCC2)cc1 (configuration not stated)	-12%	-7%[57.1 µM]	-1%	-2%	8%	2%	-2%	?	22%
COc1cc(/C=N/S(=O)(=O)CCc2ccccc2)ccc1O	19%	?	-4%	-24%	-8%	-1%	-3%	-10%	58%[activator]
O=C(c1ccc2c3n(nc2c1)-c1ccccc1CO3)N1CCCCC1	15%	11%	-2%	-9%	?	5%	-7%	-36%	3%
Cc1nnc(SCc2cccc3ccccc23)n(N)c1=O	18%	-7%	-4%	9%	4%	13%	-8%	-13%	-18%
Cc1ccc(OCCSc2nc3ccc(NC(=O)COc4ccc(C)cc4)cc3s2)cc1	30%	27%	-2%	7%	-4%	-3%	-16%	-19%	-9%
COc1ccccc1CN1CC(C(=O)NCCN(C)CCc2ccccc2)CCC1=O (configuration not stated)	11%	-16%	6%	32%	3%	4%	1%	-5%	15%
CCOc1ccccc1-c1nnc(SCC(=O)NC2(C#N)CCCC2)o1	36%	13%	10%	18%	-9%	6%	-4%	3%	-2%
O=C(NC1CCCCC1)C1CC(=O)N(CCc2ccc(F)cc2)C1 (configuration not stated)	23%	-6%	3%	-22%	-1%	-18%	3%	-12%	-3%
CSc1cccc(NC(=O)CN2C(=O)c3ccccc3S2(=O)=O)c1	36%	39%[activator]	1%	1%	8%	-27%	-1%	-21%	0%
COc1ccc(N2CCN(C(=O)c3cc(S(=O)(=O)N4CCCCCC4)ccc3OC)CC2)cc1	?	-1%	-6%	0%	i	-6%	-4%	?	14%
O=C(NCCCN1CCOCC1)c1cc2c(=O)[nH]c3ccccc3c2s1	9%	?	-1%	3%	-8%	0%	11%	-16%	-13%
COc1ccc(-c2nc3ccccc3o2)cc1NC(=O)COc1ccc(C(C)(C)C)cc1	45%[activator]	16%	2%	13%	-3%	5%	29%	-14%	0%
CCN(CC(=O)Nc1ccc2c(c1)OCCO2)Cc1nc2cc(Cl)ccc2c(=O)[nH]1	24%	-6%	11%	-6%	0%	29%	1%	-22%	6%
Cc1ccc(C(=O)NCC(=O)Nc2ccc(F)c(F)c2F)cc1	27%	7%	10%	8%	-4%	/	4%	-7%	-3%
O=C(Nc1ccc(Br)cc1)c1ccc(F)c(S(=O)(=O)NCc2cccs2)c1	4%	-6%	1%	1%	-6%	-3%	7%	-26%	5%
COc1ccc(C2CC(c3ccccc3)=NN2S(=O)(=O)c2ccccc2)cc1 (configuration not stated)	32%	-9%	-10%	10%	12%	79%[activator]	47%[activator]	-17%	17%
CC1(C)CC(=O)C=C(NCC(O)c2ccccc2)C1 (configuration not stated)	22%	25%	4%	16%	-10%	19%	1%	5%	3%
CC(C)CC(OC(=O)c1ccco1)C(=O)NC1CCCC1 (configuration not stated)	14%	-3%	-8%	1%	i	-2%	0%	-9%	3%
CCOc1ccc(-c2nc(-c3ccc(OC)cc3)no2)cc1OCC	30%	2%	-1%	-13%	2%	0%	10%	-5%	-1%
Cc1ccc(CNC(=O)Cn2nc(C)n3cccc3c2=O)cc1	47%[activator]	32%	-3%	-8%	i	-12%	-1%	-10%	6%
CCN(CC)CCn1c2c(c(SCC(=O)Nc3cc(C)ccc3C)nc1=O)CCC2	14%	4%	6%	-21%	-10%	-13%	1%	-8%	-1%
COc1cc(C(=O)NCCS(=O)(=O)N2CCN(c3ccccc3)CC2)cc(OC)c1OC	20%[57 µM]	24%[57.1 µM]	-2%	-4%	-8%	-10%	-11%	-1%	-3%
CCCNC(=O)c1ccc(N2CCC3(CC2)CC(c2cccc(Br)c2)=NO3)c(NC(=O)c2cccc(OC)c2)c1	42%[activator]	29%[57.1 µM]	-2%	-21%	-3%	-13%	28%	-17%	-6%
O=C(CCc1nc(-c2cccs2)no1)Nc1ccc([N+](=O)[O-])cc1	19%	13%	7%	-13%	-10%	-19%	-6%	-18%	1%
Cc1ccc(-n2nnc(-c3ccnc4ccccc34)n2)cc1	34%	7%[57.1 µM]	4%	-6%	i	-21%	2%	?	7%
CCOC(=O)C1(CCOC)CCN(Cc2ccc(C3CCCCO3)s2)CC1 (configuration not stated)	59%[activator]	9%	5%	-17%	-10%	0%	-7%	-13%	0%
O=C(NCc1n[nH]c(=S)n1-c1ccc(Br)cc1)c1ccc(S(=O)(=O)N2CCCCC2)cc1	-15%	-10%	2%	-32%	-10%	?	-8%	-33%	1%
O=C(Cn1c(NCCO)nc2ccccc21)NCC(F)(F)F	52%[activator]	9%	-17%	14%[56.9 µM]	1%	-5%	6%	-1%	10%
CN(C(=O)c1ccc2c(c1)SC1=NS(=O)(=O)CCN12)C(c1ccccc1)c1ccccc1	32%	22%	4%	-2%	-4%	-27%	-1%	-14%	-4%
C=CCOc1ccc(C2C(C#N)=C(N)N(Nc3ccccc3)C3=C2C(=O)CCC3)cc1OC (configuration not stated)	2%	13%[57.1 µM]	2%	-29%	-2%	0%	-1%	-33%	12%
CCCNC(=O)C(Cc1ccccc1)NS(=O)(=O)c1ccc2c(c1)CCC(=O)N2 (configuration not stated)	34%	14%	9%	-4%	-2%	-5%	1%	-12%	0%
Cc1nn(-c2ccccc2)c(N)c1N=Nc1cccc(S(=O)(=O)N2CCOCC2)c1	?	4%	-13%	-11%	-1%	0%	-9%	?	-9%
CC(=NCCN1CCNCC1)C1=C(O)CC(C)(C)CC1=O	53%[activator]	12%	/	-20%	/	2%	-11%	-22%	-1%
O=C(OCC(=O)N1CCN(C(=O)c2ccco2)CC1)c1cc(-c2ccc(Cl)c(Cl)c2Cl)nc2ccccc12	14%	8%[57.1 µM]	-3%	-51%[11.4 µM]	-6%	11%	127%[activator]	-13%[57.1 µM]	?
COc1cccc(N2CCN(C3CC(=O)N(c4ccc(Cl)cc4)C3=O)CC2)c1 (configuration not stated)	31%	-8%	-15%	-18%	-3%	-1%	-2%	-31%	15%
CCC1(C)Cc2ccccc2-c2nc(NN)[nH]c(=O)c21 (configuration not stated)	46%[activator]	16%	-22%	-19%	0%	20%	-1%	-1%	17%
Cc1cccc(N2CCN(S(=O)(=O)c3ccc4c(c3)NC(=O)C(C)S4)CC2)c1C (configuration not stated)	36%	28%[57.1 µM]	0%	-5%[56.9 µM]	-3%	-9%	3%	?	0%
CCOC(=O)c1ccc(N2C(=O)C3CC=CCC3C2=O)cc1 (configuration not stated)	19%	-7%	/	6%	/	-3%	-2%	-8%	5%
CC(=O)c1ccc(OCCCC(=O)N(CCC2=CCCCC2)c2c(N)n(Cc3ccccc3)c(=O)[nH]c2=O)cc1	19%	-3%	2%	10%	-2%	-30%	24%	-9%	-3%

Some of the compounds tested. The share of hits here may be higher or lower than overall.
